MBD2 inh – inhibitors of human MBD2 binding to methylated oligonucleotide; Q9UBB5; TR-FRET; inhibition, % at 4.4 µM; hit rate 0.31% among 370,000; AID 686964; in the data active means inhibition above about 13%
LEDGF integ inh – blocks HIV-1 LEDGF/p75-dependent DNA integration | TR-FRET IN-LEDGF/p75 DNA integration, Eu/Cy5 | hit rate 0.64% among 370,000 | inhibition, % at 3.7 µM;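 active means inhibition above the screen-wide mean plus 3 SD, cut at about 13% in these data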;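 further: signal is the Cy5 over europium emission ratio at 671 and 618 nm; 0% = plate median of compound wells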
DDE Tn6 FP inh – DD(E)-Tn6 binding inhibition, primary FP screen; Fibrin DD(E) TRITC-Tn6 fluorescence polarization displacement; hit rate 0.21% among 370,000; P02675; inhibition, % at 8.3 µM;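 active means inhibition above a per-campaign cutoff: mean of compounds within control limits plus 3 SD, cut at about 15% in these data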;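 further: 0% = median of all compound wells on the plate and 100% = blocking peptide control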
KLK7 zymogen act – activates the human kallikrein-7 zymogen | P49862 | purified proKLK7, EDANS-DABCYL substrate fluorescence; 100% is mature enzyme control, 0% vehicle | activation, % at 7 µM | hit rate 0.9% among 370,000;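 active means activation above the mean of all tested compounds plus 3 SD, computed per campaign excluding outliers beyond control limits, cut at about 13% in these data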
PRMT1 inh – inhibitors of human PRMT1; recombinant PRMT1, activity-based probe fluorescence polarization; inhibition, % at 2.79 µM; hit rate 1.3% among 370,000; AID 652257;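 active means inhibition above about 21% made by adding two undisclosed values, limit read from the data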
SIAE primary – blocks human sialic acid acetylesterase; Q9HAT2; SIAE FP-Rh probe binding, fluorescence polarization; inhibition, % at 9.66 µM; hit rate 0.69% among 370,000; AID 1053197;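 active means inhibition above a cutoff: mean of compounds within the control limits plus 3 SD of those, cut at about 17% in these data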;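 further: 0% = plate median of compound wells and 100% = probe without SIAE protein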
Target sequence (Q9HAT2 whole entry, looked up): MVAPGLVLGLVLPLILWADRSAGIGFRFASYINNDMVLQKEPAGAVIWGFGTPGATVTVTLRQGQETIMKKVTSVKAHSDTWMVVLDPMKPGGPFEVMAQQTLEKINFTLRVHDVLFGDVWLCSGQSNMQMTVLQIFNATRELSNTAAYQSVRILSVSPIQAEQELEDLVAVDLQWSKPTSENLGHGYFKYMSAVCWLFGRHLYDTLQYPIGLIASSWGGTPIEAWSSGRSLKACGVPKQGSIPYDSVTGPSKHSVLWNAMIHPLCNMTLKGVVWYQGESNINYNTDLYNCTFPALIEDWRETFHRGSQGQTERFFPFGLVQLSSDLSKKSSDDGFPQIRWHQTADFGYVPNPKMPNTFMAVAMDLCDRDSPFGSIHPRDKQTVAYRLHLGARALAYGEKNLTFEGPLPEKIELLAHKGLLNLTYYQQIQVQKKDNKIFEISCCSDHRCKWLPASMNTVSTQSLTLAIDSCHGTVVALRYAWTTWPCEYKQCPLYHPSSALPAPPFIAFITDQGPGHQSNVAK
TCR CD3 inh – inhibitors of human TCR-CD3 interaction. TAMRA-labeled TCR probe fluorescence, biochemical. hit rate 0.37% among 360,000. inhibition, % at 9.4 µM; in the data active means inhibition above about 19%;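 further: recombinant mutant TCR 2C K166C tagged with TAMRA read by polarization; 0% = receptor in buffer alone and 100% = receptor with positive control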
TDP2 absorb – blocks human TDP2 phosphodiesterase activity; recombinant TDP2, T5PNP hydrolysis, p-nitrophenol absorbance 415 nm; inhibition, % at 12.8 µM; hit rate 0.34% among 370,000; AID 720702;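 active means inhibition above the mean of all tested compounds plus 3 SD, set per campaign, cut at about 25% in these data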;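 further: 0% = DMSO with enzyme and 100% = buffer with substrate but no TDP2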
Target sequence (O95551 whole entry, looked up): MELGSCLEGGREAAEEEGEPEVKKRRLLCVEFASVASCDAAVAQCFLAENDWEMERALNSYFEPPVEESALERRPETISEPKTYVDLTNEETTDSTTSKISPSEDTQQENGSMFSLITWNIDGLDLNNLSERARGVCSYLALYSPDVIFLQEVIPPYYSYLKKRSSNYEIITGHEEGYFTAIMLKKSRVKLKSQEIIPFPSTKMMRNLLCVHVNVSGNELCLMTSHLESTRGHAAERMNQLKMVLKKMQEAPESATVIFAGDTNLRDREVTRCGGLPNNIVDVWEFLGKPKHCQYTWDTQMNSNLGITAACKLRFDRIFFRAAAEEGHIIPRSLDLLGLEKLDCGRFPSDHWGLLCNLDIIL
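Read-out basis: percent inhibition. System: recombinant human TDP2. Buffer or medium: Mg2+-containing Tris-HCl buffer, pH 7.5. Repeats: single replicate. Timing: reaction 2 h, 37 °C. Benchmarks: high control without enzyme, low control DMSO plus TDP2. Probe or stimulus: 5 mM T5PNP. Doses: 12.8 µM only. Measured by: epi absorbance of p-nitrophenol freed from T5PNP by hydrolysis.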
UHRF1 binding – human UHRF1 methylated DNA binding inhibitors; inhibition, % at 4.4 µM; hit rate 0.75% among 370,000; Q96T88; UHRF1 binding to methylated oligo, TR-FRET; in the data active means inhibition above about 21%;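 further: UHRF1 SRA domain binding a hemimethylated CpG hairpin DNA probe; 0% = median of test compound wells and 100% = reference inhibitor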
Tn7 DDE FP – disrupts Tn7 cyclic peptide binding to fibrin D-Dimer-E complex; P02675; FP displacement of FITC-Tn7 peptide from fibrin DD(E); 0% = median of compound wells per plate; hit rate 0.13% among 370,000; AID 720508; inhibition, % at 8.3 µM;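 active means inhibition above the mean of compounds falling within the control limits plus 3 SD of them, cut at about 14% in these data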;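 further: 0% = plate median of compound wells and 100% = 10 µM Aha-Tn7 peptide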
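assay system = human clot-derived fibrin DD(E) complex | quantity = Fibrin-DD(E) at 2 µM final | timing = 10 min preincubation, 3 h with tracer, room temperature | signal = fluorescence polarization | measure = percent inhibition | benchmarks = high control wells with 10 µM unlabelled Aha-Tn7 peptide (full inhibition) | replicates = singlicate testing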
Active calls of the source: *.

What do the screens show for `CN(C(=O)c1ccc2c(c1)OCO2)C1(C)CCS(=O)(=O)C1` (centres undefined)?
MBD2 inh: 3; LEDGF integ inh: -6; DDE Tn6 FP inh: 1; KLK7 zymogen act: -0.5; PRMT1 inh: 2; SIAE primary: 10; TCR CD3 inh: -6; TDP2 absorb: -10; UHRF1 binding: 2; Tn7 DDE FP: -2

How did COc1ccc(C(C)=O)c(Oc2ccc(S(=O)(=O)N3CCOCC3)cn2)c1 do in these assays?
MBD2 inh: -4; LEDGF integ inh: 4; DDE Tn6 FP inh: 3; KLK7 zymogen act: -4.7; PRMT1 inh: 2; SIAE primary: -2; TCR CD3 inh: 3; TDP2 absorb: -4; UHRF1 binding: 0; Tn7 DDE FP: -3

What do the screens show for `Cc1noc(C)c1C(=O)N1CCCC(C(=O)c2cccc(C(F)(F)F)c2)C1` (centres undefined)?
MBD2 inh: -5; LEDGF integ inh: 0; DDE Tn6 FP inh: -9; KLK7 zymogen act: -0.1; PRMT1 inh: 0; SIAE primary: -8; TCR CD3 inh: 6; TDP2 absorb: 0; UHRF1 binding: -1; Tn7 DDE FP: 10

How did CC(C)(C)c1ccccc1OCCCCN1CCCC1 do in these assays?
MBD2 inh: 2; LEDGF integ inh: -1; DDE Tn6 FP inh: 0; KLK7 zymogen act: -0.1; PRMT1 inh: -4; SIAE primary: -1; TCR CD3 inh: -5; TDP2 absorb: 6; UHRF1 binding: -2; Tn7 DDE FP: 2

Results for C[C@@H]1CN([C@@H](C)CO)C(=O)c2cc(Br)cnc2O[C@@H]1CN(C)C(=O)CN(C)C ?
MBD2 inh: 0; LEDGF integ inh: -4; DDE Tn6 FP inh: -2; KLK7 zymogen act: -0.4; PRMT1 inh: 1; SIAE primary: -1; TCR CD3 inh: -6; TDP2 absorb: 3; UHRF1 binding: -1; Tn7 DDE FP: -6

How did Cc1cc(OCCn2cc(/C(N)=N/O)c3ccccc32)ccc1Cl do in these assays?
MBD2 inh: 4; LEDGF integ inh: 0; DDE Tn6 FP inh: 4; KLK7 zymogen act: -0.1; PRMT1 inh: 1; SIAE primary: 12; TCR CD3 inh: -8; TDP2 absorb: -14; UHRF1 binding: 1; Tn7 DDE FP: 10

How did Cc1nc(SCC(=O)N2CC(=O)Nc3ccccc32)c2c(C)c(C)sc2n1 do in these assays?
MBD2 inh: 2; LEDGF integ inh: 0; DDE Tn6 FP inh: -1; KLK7 zymogen act: -0.2; PRMT1 inh: -2; SIAE primary: -3; TCR CD3 inh: 5; TDP2 absorb: -10; UHRF1 binding: 0; Tn7 DDE FP: -7

How did O=c1c2ccccc2nc2c3ccccc3c(NCc3cccnc3)nn12 do in these assays?
MBD2 inh: -1; LEDGF integ inh: -3; DDE Tn6 FP inh: -5; KLK7 zymogen act: -0.5; PRMT1 inh: 4; SIAE primary: 0; TCR CD3 inh: -1; TDP2 absorb: -10; UHRF1 binding: 6; Tn7 DDE FP: -7

How did CC(C)CCn1c(=O)c2ccccc2c2ccccc2c1=O do in these assays?
MBD2 inh: -1; LEDGF integ inh: 0; DDE Tn6 FP inh: -2; KLK7 zymogen act: -0.6; PRMT1 inh: 2; SIAE primary: -3; TCR CD3 inh: -1; TDP2 absorb: 0; UHRF1 binding: 0; Tn7 DDE FP: 2

Results for O=C(Nc1nnc(C2=COCCO2)o1)c1ccc(Cl)cc1 ?
MBD2 inh: 1; LEDGF integ inh: 3; DDE Tn6 FP inh: -2; KLK7 zymogen act: 0.1; PRMT1 inh: 3; SIAE primary: -3; TCR CD3 inh: 9; TDP2 absorb: 0; UHRF1 binding: -1; Tn7 DDE FP: -4

How did CC(NC(=O)Cc1ccccc1F)c1ccc(F)cc1 (centres undefined) do in these assays?
MBD2 inh: 1; LEDGF integ inh: 3; DDE Tn6 FP inh: 0; KLK7 zymogen act: 0.1; PRMT1 inh: 1; SIAE primary: 6; TCR CD3 inh: 5; TDP2 absorb: 6; UHRF1 binding: -2; Tn7 DDE FP: -7

How did CCOc1ccc(Oc2ccc(S(=O)(=O)N3CCOCC3)cc2N)cc1 do in these assays?
MBD2 inh: 1; LEDGF integ inh: 8; DDE Tn6 FP inh: -2; KLK7 zymogen act: 0.3; PRMT1 inh: -2; SIAE primary: -4; TCR CD3 inh: -2; TDP2 absorb: -14; UHRF1 binding: 2; Tn7 DDE FP: -5

How did O=C1C(c2ccc(F)cc2)N(Cc2ccc3c(c2)OCO3)C(=O)CN1C1CCCCCC1 (centres undefined) do in these assays?
MBD2 inh: 1; LEDGF integ inh: -4; DDE Tn6 FP inh: 0; KLK7 zymogen act: 0.1; PRMT1 inh: 0; SIAE primary: -5; TCR CD3 inh: -6; TDP2 absorb: -1; UHRF1 binding: 3; Tn7 DDE FP: -4

How did Cc1c(C#N)c2ncn(Cc3ccccn3)c(=O)c2n1-c1ccccc1 do in these assays?
MBD2 inh: 4; LEDGF integ inh: 1; DDE Tn6 FP inh: 0; KLK7 zymogen act: 2.3; PRMT1 inh: -3; SIAE primary: -1; TCR CD3 inh: 3; TDP2 absorb: 1; UHRF1 binding: 0; Tn7 DDE FP: -3

What do the screens show for `CCCc1nnc(NC(=O)CCC(=O)NC2CC2)s1`?
MBD2 inh: -6; LEDGF integ inh: -2; DDE Tn6 FP inh: 4; KLK7 zymogen act: -0.4; PRMT1 inh: 2; SIAE primary: -1; TCR CD3 inh: -1; TDP2 absorb: -5; UHRF1 binding: -1; Tn7 DDE FP: -1

What do the screens show for `CCOC(=O)CC(NCc1ccc(OC)c(OCC)c1)c1ccc(C)cc1` (centres undefined)?
MBD2 inh: -2; LEDGF integ inh: -1; DDE Tn6 FP inh: 3; KLK7 zymogen act: -0.2; PRMT1 inh: -3; SIAE primary: -2; TCR CD3 inh: 6; TDP2 absorb: -11; UHRF1 binding: 0; Tn7 DDE FP: -1

Results for O=C(/C=C/c1ccc(F)cc1)N1CCN(c2ccccn2)CC1 ?
MBD2 inh: -1; LEDGF integ inh: -4; DDE Tn6 FP inh: 8; KLK7 zymogen act: 0.0; PRMT1 inh: -1; SIAE primary: -7; TCR CD3 inh: 1; TDP2 absorb: 5; UHRF1 binding: -3; Tn7 DDE FP: 1

Results for COC(=O)c1ccc(OC(=O)CCc2cc(OC)c(OC)c(OC)c2)cc1 ?
MBD2 inh: -3; LEDGF integ inh: -1; DDE Tn6 FP inh: 3; KLK7 zymogen act: -0.4; PRMT1 inh: 5; SIAE primary: -1; TCR CD3 inh: -4; TDP2 absorb: 12; UHRF1 binding: 1; Tn7 DDE FP: -3

Results for COc1cc(C2C(C(=O)OCCC#N)=C(C)NC3=C2S(=O)(=O)c2ccccc23)cc(OC)c1OC (centres undefined) ?
MBD2 inh: -4; LEDGF integ inh: 1; DDE Tn6 FP inh: -3; KLK7 zymogen act: -0.2; PRMT1 inh: 0; SIAE primary: -3; TCR CD3 inh: 6; TDP2 absorb: -9; UHRF1 binding: -2; Tn7 DDE FP: 5

How did CC(=O)NCc1nnc2c3ccccc3c(-c3ccccc3)nn12 do in these assays?
MBD2 inh: -2; LEDGF integ inh: -2; DDE Tn6 FP inh: 7; KLK7 zymogen act: -0.2; PRMT1 inh: 2; SIAE primary: 8; TCR CD3 inh: 3; TDP2 absorb: 15; UHRF1 binding: 0; Tn7 DDE FP: 11

Results for CC(C)NC(=O)C1(C)CCN1C(=O)c1ccccc1 (centres undefined) ?
MBD2 inh: 3; LEDGF integ inh: -2; DDE Tn6 FP inh: 3; KLK7 zymogen act: 0.0; PRMT1 inh: 2; SIAE primary: -3; TCR CD3 inh: -8; TDP2 absorb: 4; UHRF1 binding: 2; Tn7 DDE FP: 0

What do the screens show for `Cc1c2cnn(CC(=O)NCc3ccccn3)c(=O)c2c(C)n1Cc1ccccc1`?
MBD2 inh: -5; LEDGF integ inh: 1; DDE Tn6 FP inh: 6; KLK7 zymogen act: 0.9; PRMT1 inh: 0; SIAE primary: 11; TCR CD3 inh: -9; TDP2 absorb: 8; UHRF1 binding: -2; Tn7 DDE FP: 4

What do the screens show for `COc1ccc(-c2c(C)n([O-])c(C)c(C)[n+]2=O)cc1OC`?
MBD2 inh: 8; LEDGF integ inh: 2; DDE Tn6 FP inh: 1; KLK7 zymogen act: 0.7; PRMT1 inh: 2; SIAE primary: -7; TCR CD3 inh: -1; TDP2 absorb: 7; UHRF1 binding: 23*; Tn7 DDE FP: -3

How did Cc1cc(C(=O)CN2C(=O)C3CC=CCC3C2=O)c(C)n1-c1ccccc1 (centres undefined) do in these assays?
MBD2 inh: 4; LEDGF integ inh: 0; DDE Tn6 FP inh: 7; KLK7 zymogen act: 0.1; PRMT1 inh: 1; SIAE primary: 6; TCR CD3 inh: 11; TDP2 absorb: -6; UHRF1 binding: -1; Tn7 DDE FP: 3

What do the screens show for `CC(C)c1nnc(NC(=O)c2cnccn2)s1`?
MBD2 inh: 2; LEDGF integ inh: 0; DDE Tn6 FP inh: 2; KLK7 zymogen act: -0.2; PRMT1 inh: -1; SIAE primary: -6; TCR CD3 inh: 0; TDP2 absorb: -1; UHRF1 binding: 0; Tn7 DDE FP: -4

Results for Cc1c(Cl)cccc1NC(=O)c1cccc(OC(F)F)c1 ?
MBD2 inh: 0; LEDGF integ inh: 2; DDE Tn6 FP inh: 4; KLK7 zymogen act: 0.4; PRMT1 inh: -5; SIAE primary: 9; TCR CD3 inh: -3; TDP2 absorb: -1; UHRF1 binding: 1; Tn7 DDE FP: -1

How did Cc1nn(CC(=O)NCCCN2CCC(N3CCCCC3)CC2)c(=O)c2cc(-c3ccccc3)nn12 do in these assays?
MBD2 inh: 1; LEDGF integ inh: -3; DDE Tn6 FP inh: -7; KLK7 zymogen act: -0.5; PRMT1 inh: -3; SIAE primary: 2; TCR CD3 inh: -5; TDP2 absorb: -15; UHRF1 binding: 0; Tn7 DDE FP: -7

What do the screens show for `CCOc1ccc(NC(=S)N(CCOC)C(C)c2ccco2)cc1` (centres undefined)?
MBD2 inh: 8; LEDGF integ inh: -4; DDE Tn6 FP inh: -1; KLK7 zymogen act: 0.3; PRMT1 inh: 5; SIAE primary: 4; TCR CD3 inh: -3; TDP2 absorb: 9; UHRF1 binding: 2; Tn7 DDE FP: 3

Results for CCC(CO)Oc1cc(NC(=O)Cc2ccccc2F)c2ncn(C(C)C)c2c1 (centres undefined) ?
MBD2 inh: 3; LEDGF integ inh: -3; DDE Tn6 FP inh: -12; KLK7 zymogen act: 1.3; PRMT1 inh: 0; SIAE primary: 8; TCR CD3 inh: 3; TDP2 absorb: 7; UHRF1 binding: -1; Tn7 DDE FP: 0

Results for O=S1(=O)c2c(cccc2N2CC[C@@H](O)C2)O[C@@H]2CCN1C2 ?
MBD2 inh: 2; LEDGF integ inh: -1; DDE Tn6 FP inh: 8; KLK7 zymogen act: -0.6; PRMT1 inh: 3; SIAE primary: -5; TDP2 absorb: 2; UHRF1 binding: -1; Tn7 DDE FP: 1

Compound activity from PubChem.
